LYPLA1 counter: LYPLA1 (human) inhibition in PME1 counter-screen | recombinant LYPLA1, FP-Rh probe fluorescence polarization | inhibition, % at 5.9 µM | 320,000 compounds, 0.16% hits | AID 2174;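 active = inhibition above the mean of all tested compounds plus 3 SD, set per campaign, cut at about 14% in these data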;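 also: inhibitors block serine hydrolase probe labeling of LYPLA1 so polarization falls; 0% = enzyme with DMSO and 100% = wells lacking LYPLA1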
PREPL inh: inhibits the human prolyl oligopeptidase-like enzyme. Q4J6C6. recombinant PREPL, fluorescence polarization activity-based probe. inhibition, % at 5.96 µM. 320,000 compounds, 0.68% hits; in the data active = inhibition above about 43%;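 also: 0% = enzyme with DMSO and 100% = wells lacking enzyme; many of its hits are not listed in these tables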
ZTA DNA inh: counter-screen for EBNA-1 inhibitors: inhibitors of Epstein-Barr virus ZTA. P03206. ZTA-DNA binding, fluorescence polarization. inhibition, % at 11 µM. 320,000 compounds, 0.15% hits; in the data active = inhibition above about 33%
Target sequence (P03206 whole entry, looked up): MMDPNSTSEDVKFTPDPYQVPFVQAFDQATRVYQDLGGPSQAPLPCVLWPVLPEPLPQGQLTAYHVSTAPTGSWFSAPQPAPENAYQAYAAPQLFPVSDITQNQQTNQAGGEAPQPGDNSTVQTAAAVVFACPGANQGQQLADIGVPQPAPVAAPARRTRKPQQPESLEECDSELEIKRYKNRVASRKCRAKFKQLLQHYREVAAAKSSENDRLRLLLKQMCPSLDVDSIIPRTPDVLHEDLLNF
LYPLA2 inh: blocks human lysophospholipase 2, a PME1 counter-screen. inhibition, % at 5.9 µM. AID 2177. 320,000 compounds, 0.38% hits. O95372. recombinant LYPLA2, FP-Rh probe fluorescence polarization;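 active = inhibition above the screen-wide mean plus 3 SD, limit set per campaign, cut at about 26% in these data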;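 also: 0% = LYPLA2 with DMSO and 100% = wells lacking LYPLA2 enzyme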
Target sequence (O95372 whole entry, looked up): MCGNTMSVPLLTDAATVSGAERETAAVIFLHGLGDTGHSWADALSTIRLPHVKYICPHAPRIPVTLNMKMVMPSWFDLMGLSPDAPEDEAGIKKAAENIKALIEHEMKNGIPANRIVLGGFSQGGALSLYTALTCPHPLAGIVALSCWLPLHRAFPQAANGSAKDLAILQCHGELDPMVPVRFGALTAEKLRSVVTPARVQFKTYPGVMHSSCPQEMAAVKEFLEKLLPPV
EBNA-1 inhibitor: blocks EBNA-1 binding to DNA; inhibition, % at 14.8 µM; AID 1950; EBNA-1 DNA binding, fluorescence polarization; 300,000 compounds, 0.34% hits; in the data active = inhibition above about 28%
PAFAH2 inh: inhibitors of human PAFAH2 | 340,000 compounds, 0.99% hits | AID 492956 | inhibition, % at 3.39 µM | recombinant PAFAH2, FP-rhodamine activity probe, fluorescence polarization;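 active = inhibition above the mean over all tested compounds plus 3 SD, cut at about 30% in these data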;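 also: inhibitors block probe labeling of enzyme so polarization drops; 0% = enzyme with DMSO and 100% = wells lacking PAFAH2 protein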
PAFAH1B2 FP inh: blocks human PAF acetylhydrolase 1b catalytic subunit 2 | 340,000 compounds, 1.2% hits | inhibition, % at 3.39 µM | recombinant PAFAH1B2, FP-rhodamine activity probe, fluorescence polarization | P68402 | AID 492953;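 active = inhibition above the mean of all tested compounds plus 3 SD, cut at about 24% in these data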;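 also: 0% = enzyme with DMSO and 100% = wells lacking PAFAH1B2; many of its hits are not listed in these tables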
Target sequence (P68402 whole entry, looked up): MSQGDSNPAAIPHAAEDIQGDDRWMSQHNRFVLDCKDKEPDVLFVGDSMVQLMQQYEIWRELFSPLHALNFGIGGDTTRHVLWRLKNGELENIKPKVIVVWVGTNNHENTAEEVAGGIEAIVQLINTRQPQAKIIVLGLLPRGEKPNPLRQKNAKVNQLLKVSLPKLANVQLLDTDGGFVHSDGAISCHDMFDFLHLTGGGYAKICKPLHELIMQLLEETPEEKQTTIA
PAFAH1B3 FP inh: PAFAH1B3 (human) inhibition | recombinant PAFAH1B3, FP-rhodamine probe, fluorescence polarization | inhibition, % at 3.39 µM | 340,000 compounds, 0.28% hits;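 active = inhibition above the screen-wide average of all tested compounds plus 3 SD, cut at about 25% in these data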;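 also: 0% = enzyme with DMSO only and 100% = wells lacking PAFAH1B3 protein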
Target sequence (Q15102 whole entry, looked up): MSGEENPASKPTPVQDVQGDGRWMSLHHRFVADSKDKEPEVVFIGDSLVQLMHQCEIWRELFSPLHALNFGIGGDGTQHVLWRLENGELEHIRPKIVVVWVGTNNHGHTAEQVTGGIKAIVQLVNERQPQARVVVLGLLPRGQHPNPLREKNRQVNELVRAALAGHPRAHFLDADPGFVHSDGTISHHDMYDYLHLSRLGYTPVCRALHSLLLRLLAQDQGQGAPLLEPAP
pPAFAH inh: pPAFAH (human) enzyme inhibition. 330,000 compounds, 1.5% hits. Q13093. recombinant pPAFAH, FP-rhodamine probe fluorescence polarization. inhibition, % at 3.39 µM. AID 463082;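 active = inhibition above the mean inhibition across the screen plus 3 SD, cut at about 25% in these data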;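 also: inhibitors block binding of the rhodamine activity-based probe so polarization drops; 0% = enzyme with DMSO and 100% = wells lacking pPAFAH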
An asterisk follows results filed as active; x = no result given.

SMILES	LYPLA1 counter	PREPL inh	ZTA DNA inh	LYPLA2 inh	EBNA-1 inhibitor	PAFAH2 inh	PAFAH1B2 FP inh	PAFAH1B3 FP inh	pPAFAH inh
COc1ccccc1C1Nc2ccccc2NC2=C1C(=O)CC(C)(C)C2 (centres undefined)	1	12	-5	3	6	3	4	2	1
CSc1nc(NCc2ccco2)c2ccccc2n1	1	-11	0	-1	-6	1	6	7	3
Cc1ccc(C(=O)NCC(=O)N2CCN(c3ccccc3)CC2)cc1	0	8	-19	-3	-1	7	2	7	2
CC(C)C(=O)NCCc1nc(-c2ccccc2)no1	1	7	11	4	6	0	0	11	1
COCCn1c(SCC(=O)N2CCOCC2)nc2c(c1=O)SCC2	3	4	-2	-5	2	8	-4	4	3
CC(=O)C1=C(O)C=C(c2ccco2)CC1c1ccco1 (centres undefined)	-1	11	5	-4	-6	2	2	7	22
O=S(=O)(c1ccc(F)cc1)N1CCN(C(=S)NCc2ccco2)CC1	-2	-9	9	-4	-2	-3	1	2	5
C=CCc1ccccc1OCC(CN1CCCCC1)OC(C)=O (centres undefined)	-2	28	-5	2	6	0	-1	-7	1
Cc1nnc(SCC(=O)c2c(N)n(Cc3ccccc3)c(=O)n(C)c2=O)n1C	1	0	6	-7	-9	-2	4	1	-4
O=C(NC(=S)Nc1ccc(Cc2ccncc2)cc1)c1ccccc1	-3	-10	-5	26	2	-10	0	3	5
CCCCNC(=O)N1CCC(CCC(=O)N(C)Cc2ccccc2)CC1	-2	-2	0	-4	4	9	5	9	1
Cc1nn(C)c(C)c1NS(=O)(=O)c1ccccc1Cl	-4	1	-4	3	x	1	2	3	1
Cc1c(NC(=O)CN2C(=O)NC(CCc3ccccc3)C2=O)c(=O)n(-c2ccccc2)n1C (centres undefined)	-2	-3	-8	0	1	-6	1	14	-3
O=C(COC(=O)CNC(=O)c1ccc(Cl)cc1Cl)NCc1ccco1	2	8	4	5	6	11	3	-2	7
Cc1ccc(Cl)cc1NC(=O)CCS(=O)(=O)c1cccc2nonc12	-7	-2	-6	3	-7	3	8	3	9
O=C(NCCc1ccccc1)C(=O)Nc1ccc([N+](=O)[O-])cc1	2	4	1	0	-3	-3	7	6	0
Cc1ccccc1C(=O)Nc1ccnn1C1CCN(Cc2ccncc2)CC1	-2	2	14	-3	20	3	1	1	-1
COc1cc(OC)c(C2=NOC(C(=O)NCCc3ccccc3)C2)cc1Cl (centres undefined)	-2	-20	-10	-2	7	3	8	10	3
CC(C)COC(=O)c1nnsc1NC(=O)Nc1ccccc1	-6	-6	-3	3	14	1	-2	0	1
O=C(OCc1ccccc1Cl)c1cc([N+](=O)[O-])ccc1N1CCOCC1	1	37	2	2	-3	-11	8	-3	11
O=C1c2ccccc2C(=O)c2c1cccc2N1CCN(Cc2ccccc2)CC1	6	34	-1	1	-8	2	6	7	1
O=C(c1cc2n(n1)C(C(F)(F)F)CC(c1ccco1)N2)N1CCN(c2ccccn2)CC1 (centres undefined)	6	4	-4	9	-6	-6	0	9	9
FC(F)(F)c1cc(C(F)(F)F)c2ccc(N3CCN(c4ccc(Cl)cc4)CC3)nc2n1	-3	16	-26	0	-6	8	4	-2	0
Cc1noc(C(=O)N2CCN(c3ccc(F)cc3)CC2)c1Cl	2	-3	2	-3	2	0	6	3	-1
CCCc1nnc(SCC(=O)Nc2cccc(C(F)(F)F)c2)o1	1	6	-5	-1	10	-3	2	6	-2
CN(CC(=O)NCc1ccc2c(c1)OCO2)S(=O)(=O)c1ccc(Br)s1	1	-14	-6	3	3	-3	4	2	-3
CC1CCCCC1NC(=O)C1CCN(S(=O)(=O)c2cccc3nsnc23)CC1 (centres undefined)	2	-3	4	-2	3	4	0	2	3
COc1cc(/C=C2\C(C)=C(C#N)c3nc(N)c(C#N)c(C)c32)ccc1OCC(=O)O	1	10	-26	0	-3	-12	-5	-15	23
COc1ccc(CC(=O)OCc2nnc(C3COc4ccccc4O3)o2)cc1OC (centres undefined)	3	-1	-16	9	0	-1	0	-6	3
COc1ccc(C)cc1NC(=O)Cn1cnc2sc(C)c(S(=O)(=O)N3CCOCC3)c2c1=O	3	-5	-10	4	-3	-6	8	2	4
Cc1ccc2c(c1)c(-c1ccccc1)nc1nnnn12	0	1	9	5	4	0	5	8	-2
O=S(=O)(c1ccc(Cl)cc1)c1cc(O)ccc1O	-1	-3	-3	6	-16	3	26*	6	6
CCOC(=O)c1c(NC(=O)COC(=O)Cc2n[nH]c(=O)c3ccccc23)sc(C(=O)NC)c1C	x	-1	x	x	x	-6	-13	1	-2
Cc1cc(=O)oc2cc(OC(C)C(=O)O)c(Cl)cc12 (centres undefined)	-5	2	-7	3	-2	12	-1	0	-6
CC(C)c1ccc(C(=O)NCCCNC(=O)c2cnccn2)cc1	0	0	5	1	-10	6	6	5	0
O=C(CCn1c(=O)oc2ccccc21)N1CCCCCC1	-3	4	7	-4	-8	3	2	9	3
CCN(CC)C(=O)/C(=C/c1cn(S(=O)(=O)N(C)C)c2ccccc12)NC(=O)c1ccc(OC)cc1	0	19	11	4	9	-3	8	-2	1
COc1ccc(NC(=O)Cn2nnc(-c3ccccc3N)n2)cc1OC	0	18	-25	3	-9	-1	7	4	1
CCN(CCn1cccn1)C(=O)CC1C(=O)NCCN1CCc1ccccc1 (centres undefined)	1	15	18	2	-3	4	6	-6	2
Cc1c(NC(=O)CSC2=C(C#N)C(c3ccccc3F)CC(=O)N2)c(=O)n(-c2ccccc2)n1C (centres undefined)	-3	7	-9	1	-2	-2	1	10	6
CC(C)C(=O)Nc1cccc(NC(=S)NC(=O)c2cccs2)c1	2	0	-23	4	-1	1	0	5	-2
CC1Cc2cc(/C(O)=C3/C(=O)C(=O)N(CCCN4CCOCC4)C3c3ccc(C(C)C)cc3)ccc2O1 (centres undefined)	0	9	-2	1	-8	7	5	5	8
CCN(CC)S(=O)(=O)c1cc(C(=O)O)ccc1Cl	0	7	11	-1	6	5	6	11	3
CCC(C)Nc1nc2c(c(=O)n(C)c(=O)n2C)n1Cc1ccc(F)cc1 (centres undefined)	2	15	-1	-2	-2	1	6	-4	-3
CC(C)Oc1ccc(/C=C/C(=O)NCC2COc3ccccc3O2)cc1 (centres undefined)	-1	-5	-7	4	-3	3	-2	10	9
C/C(CC(=O)Nc1cccc2c1CCCC2)=N\NC(=O)Cc1ccccc1	-2	1	7	1	13	0	-1	3	6
COc1ccc(Cl)cc1S(=O)(=O)N1CCCC(C(=O)NCc2ccncc2)C1 (centres undefined)	-1	11	-13	3	3	1	-2	2	0
CN1CCN(c2nc(N3CCN(c4ccccc4)CC3)ncc2F)CC1	-2	3	-4	-6	-11	-7	6	-3	-4
COc1ccc(OCc2cc(C(=O)N3CCCC(O)C3)no2)c2ccccc12 (centres undefined)	0	6	-8	0	-5	3	2	5	9
CCOCCn1c(=O)c2c(nc3n2CCCN3Cc2ccccc2)n(C)c1=O	3	18	-4	3	7	1	2	1	42*

Not a retest: 3 of the compounds above.
SMILES	LYPLA1 counter	PREPL inh	ZTA DNA inh	LYPLA2 inh	EBNA-1 inhibitor	PAFAH2 inh	PAFAH1B2 FP inh	PAFAH1B3 FP inh	pPAFAH inh
CCC(C)Nc1nc2c(c(=O)n(C)c(=O)n2C)n1Cc1ccc(F)cc1 (centres undefined)	2	15	-1	-2	-2	1	6	-4	-3
CC(C)Oc1ccc(/C=C/C(=O)NCC2COc3ccccc3O2)cc1 (centres undefined)	-1	-5	-7	4	-3	3	-2	10	9
C/C(CC(=O)Nc1cccc2c1CCCC2)=N\NC(=O)Cc1ccccc1	-2	1	7	1	13	0	-1	3	6

Further records:
SMILES	LYPLA1 counter	PREPL inh	ZTA DNA inh	LYPLA2 inh	EBNA-1 inhibitor	PAFAH2 inh	PAFAH1B2 FP inh	PAFAH1B3 FP inh	pPAFAH inh
Cc1cccc(NC(=O)C2CCN(S(=O)(=O)c3ccc4c(c3)C(C)(C)C(=O)N4C)CC2)c1C	-2	12	14	-6	-3	6	1	-2	4
CC(C)NC(=O)c1ccc(COCC(F)(F)C(F)F)cc1	1	11	2	7	-2	-6	-2	1	1
Cc1ccc(S(=O)(=O)NCCC(=O)Nc2ccc(Cl)c(Cl)c2)cc1C	-5	-18	5	-11	2	-3	25*	-3	0
CC(=O)c1cccc(NC(=O)c2ccco2)c1	1	4	15	4	0	-6	1	9	2
CCOc1cccc(/C(O)=C2/C(=O)C(=O)N(Cc3ccco3)C2c2ccncc2)c1 (centres undefined)	1	-2	-12	4	-4	6	0	1	5
COc1cc(NC(=O)C/C(C)=N/NC(=O)Cc2ccc(Cl)cc2)c(OC)cc1Cl	-2	-4	11	-6	4	7	2	-1	9
COc1cc(Br)c(CCNC(=O)Cc2ccccc2)cc1OC	3	4	-2	7	3	8	2	1	3
CC(C)OC(=O)Nc1ccc(Oc2c(F)c(F)c(F)c(F)c2F)cc1	-1	-2	2	-4	3	3	2	0	12
C[C@@H](C(=O)Nc1ccc2ccccc2c1)[C@H]1C[C@]1(C)[C@H](NC(=O)c1cccnc1)c1ccccc1	-4	13	-4	-6	0	x	x	x	0
COCCN(C(=S)Nc1ccc(C)c(C)c1)C(C)c1ccco1 (centres undefined)	0	9	-10	-5	-7	4	-1	-3	1
CCOc1ccc(Nc2nc(N)c([N+](=O)[O-])c(NCc3ccccc3)n2)cc1	-4	7	7	0	4	-7	6	8	5

5 structures out of the list, sorted by molecular weight, descending.
SMILES	LYPLA1 counter	PREPL inh	ZTA DNA inh	LYPLA2 inh	EBNA-1 inhibitor	PAFAH2 inh	PAFAH1B2 FP inh	PAFAH1B3 FP inh	pPAFAH inh
COc1cc(NC(=O)C/C(C)=N/NC(=O)Cc2ccc(Cl)cc2)c(OC)cc1Cl	-2	-4	11	-6	4	7	2	-1	9
CCOc1cccc(/C(O)=C2/C(=O)C(=O)N(Cc3ccco3)C2c2ccncc2)c1 (centres undefined)	1	-2	-12	4	-4	6	0	1	5
CCOc1ccc(Nc2nc(N)c([N+](=O)[O-])c(NCc3ccccc3)n2)cc1	-4	7	7	0	4	-7	6	8	5
CC(C)OC(=O)Nc1ccc(Oc2c(F)c(F)c(F)c(F)c2F)cc1	-1	-2	2	-4	3	3	2	0	12
COCCN(C(=S)Nc1ccc(C)c(C)c1)C(C)c1ccco1 (centres undefined)	0	9	-10	-5	-7	4	-1	-3	1

Screens deposited in PubChem by The Scripps Research Institute Molecular Screening Center.

Some of the compounds tested; rates above refer to the full screens.
